HEK293 NOD2/NF-kB: NOD2 signaling inhibitors, cell-based, luminescence, uHTS, HEK293 (AID 1566). HEK293 NOD2/NF-kB luciferase reporter, luminescence; higher % means a stronger effect. inhibition, % at 4 µM; hits with a dose series show EC50 in µM. 0.63% of 290,000 active; further: many of its hits are not listed in these tables
PMI inhibition: human PMI inhibitors, high substrate, primary screen, biochemical, fluorescence intensity, high mannose 6-phosphate (AID 1220). inhibition, % at 20 µM; hits with a dose series show IC50 in µM. recombinant PMI enzyme, coupled fluorescence intensity; higher % means a stronger effect. 0.66% of 190,000 active
NOD1 inhibition: NOD1 signaling inhibitors, primary screen, cell-based, luminescence, uHTS (AID 1578); inhibition, % at 4 µM, or EC50 in µM where a hit was titrated; NOD1-driven NF-kB luciferase reporter cells, luminescence; higher % means a stronger effect; 1% of 290,000 active; in the data active means inhibition mostly above about 36%, no sharp cut-off; inactive means mostly below about 34%;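 further: HEK-293T reporter cells stimulated with the NOD1 agonist gamma-tri-DAP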
human PMI inhibition: inhibitors of human PMI, primary screen, biochemical, fluorescence intensity, coupled assay (AID 1209) | purified PMI enzyme, coupled fluorescence intensity; higher % means a stronger effect | Mannose-6-phosphate isomerase (Homo sapiens) | 0.42% of 190,000 active | inhibition, % at 20 µM; hits with a dose series show IC50 in µM;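 further: plate controls were DMSO vehicle for no effect and wells lacking substrate for full effect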
TNAP activation fold: human TNAP enzyme activators, primary screen, biochemical, luminescent, no phosphate acceptor, uHTS (AID 1001); Alkaline phosphatase, tissue-nonspecific isozyme (Homo sapiens); purified TNAP, luminescent activation assay, no phosphate acceptor; higher activation fold means a stronger effect; one-dose activation fold at 20 µM; EC50 in µM for titrated hits; 0.03% of 200,000 active; in the data active means activation fold from about 3, or a potency from the dose series; inactive means the rest, 99 in 100 with activation fold below about 1.6; further: many of its hits are not listed in these tables
KOR beta-arrestin-1: KOR agonists, beta-arrestin recruitment, primary screen, cell-based, luminescence, uHTS (AID 1777); KOR beta-arrestin recruitment, luminescence; higher % means a stronger effect; 0.02% of 280,000 active; activation, % at 10 µM; hits with a dose series show EC50 in µM; Kappa-type opioid receptor (Homo sapiens); in the data active means activation above about 50%, passing the limit was not always enough; further: a part of the inactive calls stands beside numbers as strong as those of hits
KOR beta-arrestin-2: KOR antagonists, beta-arrestin recruitment, cell-based, luminescence, uHTS (AID 1778); 0.091% of 290,000 active; KOR beta-arrestin recruitment, luminescence, antagonist mode; higher % means a stronger effect; Kappa-type opioid receptor (Homo sapiens); inhibition, % at 10 µM; hits with a dose series show IC50 in µM; further: strong numbers were not always called active
XIAP antagonists: XIAP antagonists, biochemical, IAP family, fluorescence polarization (AID 1018). XIAP BIR domain, fluorescence polarization peptide displacement; higher % means a stronger effect. 0.007% of 200,000 active. E3 ubiquitin-protein ligase XIAP (Homo sapiens). displacement, % at 20 µM; hits with a dose series show IC50 in µM; in the data active means displacement above about 50%; further: a part of the inactive calls stands beside numbers as strong as those of hits
LYP inhibition: inhibitors of LYP phosphatase, biochemical, fluorescence intensity, uHTS (AID 1779); recombinant LYP phosphatase, fluorescence intensity; higher % means a stronger effect; inhibition, % at 11.5 µM; hits with a dose series show IC50 in µM; 0.054% of 290,000 active;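 further: plate controls were vehicle with enzyme for no effect and no enzyme for full effect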
* = called active by the depositor; / = not tested or not shown; & = joins results of further samples; [ ] = another dose, or the depositor's remark. Unless noted, no stated cut-off is given here; in the data, active means inhibition above about 50%; inactive means the rest. An excerpt. The share of hits here may be higher or lower than overall.

SMILES	HEK293 NOD2/NF-kB	PMI inhibition	NOD1 inhibition	human PMI inhibition	TNAP activation fold	KOR beta-arrestin-1	KOR beta-arrestin-2	XIAP antagonists	LYP inhibition
COCCNC(=O)C(OC(=O)c1nsc(Cl)c1Cl)C(C)C (configuration not stated)	12%	-4%	-13%	-13%	1.2	5.0%	-1%	-3.3%	-8%
N#C/C(=C/c1ccc(-c2ccccc2[N+](=O)[O-])o1)C(=O)NCCN1CCCCC1	0%	/	-3%	/	/	3.3%	-7%	/	-11%
O=C(Nc1ccc(N2CCCC2)c(Cl)c1)c1cccnc1	-8%	-53%	-18%	-43%	1.1	-0.9%	-39%	-7.2%	-8%
OC1(Cc2ccccc2)CCNCC1	-4%&-3%	/	-6%&-12%	/	/	-2.4%&-0.4%	24%&17%	/	-10%&-11%
Cc1cccc(Oc2cnn(C(C)(C)C)c(=O)c2Cl)c1	12%	5%	-2%	3%	1	-3.8%	1%	-7.4%	-4%
CCOC(=O)N1CCN(c2c(NCCCOC(C)C)c(=O)c2=O)CC1	2%	6%	-28%	10%	1.1	1.5%	-4%	-2.1%	-2%
O=S(=O)(Nc1ccncc1Cl)c1cccc(Cl)c1Cl	8%	/	-1%	/	/	1.3%	-29%	/	-1%
COc1cc([N+](=O)[O-])cc(/C=N/NC(=O)c2ccc(C)nc2)c1O	9%	-2%	-7%	35%	1.5	5.4%	19%	-2.0%	1%
COC(=O)c1ccc2c(c1)C(=O)/C(=C/c1ccc(C)cc1)O2	-8%	11%	-9%	20%	1.1	3.0%	-36%	1.9%	0%
CC1CCN(C(=O)Cn2cc(S(=O)(=O)CC(=O)N3CCOCC3)c3ccccc32)CC1	-11%	/	-38%	/	/	3.7%	-11%	/	-9%
Cc1cccc(N(CC(=O)NC2CCCCC2)C(=O)CCC(=O)Nc2nccs2)c1	-30%	/	-40%	/	/	2.9%	-17%	/	-13%
Fc1cccc(/C=N/n2c(C3CCCCC3)n[nH]c2=S)c1	20%	/	4%	/	/	-1.4%	-14%	/	-8%
Cn1cnc([N+](=O)[O-])c1Sc1ccc(C(C)(C)C)cc1	-13%	/	-11%	/	/	-0.7%	17%	/	0%
CC(=O)C1=C(C)N(Cc2ccccc2)C(=O)N[C@H]1c1cccs1	7%	-11%	-12%	-10%	1	-0.8%	9%	-6.2%	-5%
COCCCn1c(=O)/c(=C\c2cccc(OC)c2OC)s/c1=C(/C#N)C(=O)Nc1ccc(C(=O)O)cc1	16%	/	2%	/	/	0.0%	18%	/	9%
O=C(NC1CCOc2ccccc21)c1ccc(=O)[nH]c1 (configuration not stated)	3%	/	-41%	/	/	-0.8%	-6%	/	-7%
CCOc1ccc(CCNC(=O)CCc2nnc3ccc(N4CCOCC4)nn23)cc1OCC	10%	/	-10%	/	/	-2.9%	-6%[20 µM]	/	-7%
COc1cc2c(cc1OC)CC(=O)N(C)CC2	9%	11%	-36%	3%	1.1	0.6%	-20%	-6.0%	-8%
CCCc1cn(S(=O)(=O)c2ccc(OC)cc2OC)nc1N	8%	2%	/	4%	1.2	-3.5%	3%	1.5%	2%
COc1ccccc1CC(=O)Nc1ccc2nc(C)sc2c1	-17%	-3%	-18%	5%	1.1	-3.9%	-24%	2.2%	-7%
O=C(CN1C(=O)NC2NC(=O)NC21)N/N=C/c1ccc(F)cc1 (configuration not stated)	9%	6%	-15%	-2%	1.1	0.3%	-54%	-5.1%	-1%
COc1ccc(-c2nnn(CC(=O)N(Cc3ccco3)C(C(=O)NCC3CCCO3)c3ccco3)n2)cc1 (configuration not stated)	7%	14%	-18%	20%	1.2	0.2%	6%	-2.0%	-4%
CN(C(=S)NC(=O)c1ccccc1Br)C1CCCCC1	5%	2%	4%	3%	1.1	1.3%	2%	-3.8%	-2%
COc1cccc(NC(=O)c2cc(-c3ccncc3)nc3c(C)cc(C)cc23)c1	12%	21%	4%	18%	1	6.7%	-176%[20 µM]	-2.6%	5%
COc1ccc2c(C)c(CCC(=O)NC3CC3)c(=O)oc2c1	7%	/	-21%	/	/	-5.3%	-9%[20 µM]	/	-20%
Going on with the list:
SMILES	HEK293 NOD2/NF-kB	PMI inhibition	NOD1 inhibition	human PMI inhibition	TNAP activation fold	KOR beta-arrestin-1	KOR beta-arrestin-2	XIAP antagonists	LYP inhibition
Cn1c2c(c(=O)n(C)c1=O)NC1(N2)C(=O)Nc2ccccc21 (configuration not stated)	19%	/	7%	/	/	2.1%	6%	/	-5%
CCC(C)CCN1C(Nc2ccccc2)=NC[C@@H]1CC(C)C (some centres not stated)	-2%	/	-29%	/	/	-7.2%	-11%[20 µM]	/	-6%
O=C1COc2ccc(S(=O)(=O)NCCc3ccc(Cl)cc3)cc2N1	-12%	/	7%	/	/	4.4%	-34%	/	-5%
O=C(CC1C(=O)NCCN1C(=O)Nc1ccc(F)cc1F)Nc1ccc(F)cc1 (configuration not stated)	-6%	/	-11%	/	/	-1.4%	-1%	/	-3%
COc1ccc(/C=C/C(=O)N2CCNC(=O)C2)c(OC)c1	-7%	-12%	-51%	-10%	1.1	0.6%	-9%	-8.3%	9%
C=CCN(C(=O)c1csnn1)C(C(=O)NC1CCCC1)c1cccs1 (configuration not stated)	10%	/	-25%	/	/	5.1%	-9%	/	-2%
Cc1cccc(NC(=S)NC2CCCCCC2)c1C	-30%	5%	-8%	7%	1	4.7%	2%	-4.5%	-2%
C#CCOCCOCCOCCNc1nc(OC)nc(N2CCN(C(=O)[C@H](CCCCN)n3cc(C(N)CO)nn3)CC2)n1 (some centres not stated)	-12%	/	0%	/	/	1.8%	24%	/	-4%
COCc1cc(Sc2ccc(Br)cc2)nc(-c2ccccc2)n1	20%	5%	5%	12%	1.1	-1.0%	-5%	-6.3%	-9%
Nc1cc(C(=O)OCC(=O)NCc2ccco2)ccc1Cl	4%	-6%	-1%	-7%	1.1	11%	-17%	-4.7%	-3%
O=C(NC(=S)NCc1ccccc1)c1ccc(Br)o1	-38%	/	-4%	/	/	-1.8%	-8%	/	3%
C=C(C)C(=O)Nc1nnc(-c2cccs2)s1	5%	7%	-16%	-2%	1.1	-0.9%	11%	5.1%	-4%
COc1ccc(CCN2C(=O)C3C4CC(C5C(C(N)=O)=NOC45)C3C2=O)cc1OC (configuration not stated)	-2%	-12%	0%	-15%	1	6.5%	-33%	-5.5%	1%
C=CCc1ccc(OCc2ccc(C(=O)Nc3ccc(NC(C)=O)cc3)o2)c(OC)c1	10%	/	6%	/	/	-0.5%	19%	/	-5%
COc1ccc(Cl)cc1S(=O)(=O)N1CCN(C(=O)c2ccco2)CC1	13%	12%	1%	17%	1.1	-1.0%	-6%	-4.0%	-2%
Cc1nc(NC(=O)/C=C/c2ccccc2)sc1C(=O)N1CCCCC1	30%	11%	2%	12%	1.1	/	-26%[20 µM]	-5.1%	2%
Cc1cccc2cc(COC(=O)c3ccco3)c(=O)[nH]c12	0%	-6%	-10%	-15%	1.1	-2.8%	-1%	-4.4%	-5%
CCN(CC)S(=O)(=O)c1cc(NS(=O)(=O)c2cccc(Cl)c2)ccc1C	13%	-3%	-6%	7%	1	4.4%	-40%	-1.2%	0%
Cc1[nH]c2ccccc2c1C(=O)COC(=O)Cn1c(C(F)(F)F)nc2ccccc21	4%	46%	-4%	6%	1	3.0%	-14%	-1.3%	0%
Cc1c(CCOC(=O)CC23CC4CC(CC(C)(C4)C2)C3)sc[n+]1CC(=O)c1ccccc1	19%	-7%	-16%	0%	1	-4.0%	0%	-7.6%	-11%
O=C(Nc1nc2ccccc2s1)c1ccc(N2CCCCC2)c([N+](=O)[O-])c1	-22%	-7%	-14%	3%	1.1	3.2%	12%	-2.4%	13%
COC(=O)c1ccc2c(=O)n(CCCCCC(=O)O)c(=S)[nH]c2c1	19%	-2%	7%	-10%	1	1.6%	-3%	-5.6%	-17%
CC(C)NC(=O)c1ccc(COc2ccc(C(C)(C)C)cc2)o1	21%	/	30%*	/	/	0.4%	36%	/	-6%
CC(C)CN1C=C2C(=O)C(C)(OC(=O)C3CCCC3)C(=O)C=C2C=C1c1ccsc1 (configuration not stated)	22%	/	1%	/	/	-1.0%	33%	/	-11%
Cc1ccc(S(=O)(=O)NC(CN2CCOCC2)=NCCNS(=O)(=O)c2ccccc2)cc1	-2%	9%	32%	8%	1.1	0.3%	-20%	-8.6%	3%
(listing goes on)
SMILES	HEK293 NOD2/NF-kB	PMI inhibition	NOD1 inhibition	human PMI inhibition	TNAP activation fold	KOR beta-arrestin-1	KOR beta-arrestin-2	XIAP antagonists	LYP inhibition
CCOC(=O)C1CCCN(S(=O)(=O)c2ccc(Br)c(OC)c2)C1 (configuration not stated)	-1%	3%	8%	10%	0.9	-2.8%	-21%	0.7%	2%
COCCNC(=O)CN(C(=O)CCC(=O)Nc1ccccn1)c1ccc(C)cc1C	4%	/	-20%	/	/	0.6%	-28%[20 µM]	/	-7%
O=C(O)CCCNS(=O)(=O)/C=C/c1ccccc1	-1%	-9%	-13%	-16%	1	-6.2%	-16%	-6.1%	-9%
NCCOc1ccc(C2CCCCC2)cc1	-14%	-9%	-10%	-16%	1.2	1.6%	6%	-3.4%	-7%
CCOC(=O)c1c(-c2ccccc2)c(C(C)=O)c(=O)n(C)c1C	4%	-2%	-9%	0%	1.2	-3.1%	17%	2.4%	-8%
CCn1nnnc1-c1ccc(OC)c(S(=O)(=O)N2CCCCC2)c1	4%	2%	16%	-6%	1.1	-9.2%	-23%	-1.7%	-4%
O=C(O)Cn1c(Cc2ccccc2)nc2ccccc21	-5%	/	-3%	/	/	8.8%	-32%[20 µM]	/	-12%
Cc1ccc(CS(=O)(=O)CCC(=O)NCCC2=CCCCC2)cc1	11%	-12%	-14%	-11%	1.1	-4.6%	14%	-5.2%	-4%
CC(C)[C@H](NC(=O)c1ccco1)C(=O)OCC(=O)c1ccc2c(c1)NC(=O)CO2	9%	0%	-10%	0%	1.1	-1.2%	-55%[20 µM]	12%	0%
CCc1cccc(C)c1NC(=O)c1ccc2c(c1)CCN2S(C)(=O)=O	18%	/	0%	/	/	0.0%	-8%	/	-5%
CCOC(=O)C(Cc1ccc(OC)c([N+](=O)[O-])c1)NC(=O)CCC(=O)Nc1ccc(OC)cc1 (configuration not stated)	5%	0%	-20%	0%	1.1	-8.3%	7%[20 µM]	-5.6%	-5%
Cc1cc(C(F)(F)F)n(-c2nc(C(=O)NNS(=O)(=O)c3ccccc3)cs2)n1	17%	6%	12%	7%	1.1	-1.4%	-46%	-4.6%	-4%

Compound profiles, from the list above. Values in the order: HEK293 NOD2/NF-kB, PMI inhibition, NOD1 inhibition, human PMI inhibition, TNAP activation fold, KOR beta-arrestin-1, KOR beta-arrestin-2, XIAP antagonists, LYP inhibition
Record of `NCCOc1ccc(C2CCCCC2)cc1` = -14%, -9%, -10%, -16%, 1.2, 1.6%, 6%, -3.4%, -7%
Record of `CC(C)[C@H](NC(=O)c1ccco1)C(=O)OCC(=O)c1ccc2c(c1)NC(=O)CO2` = 9%, 0%, -10%, 0%, 1.1, -1.2%, -55%[20 µM], 12%, 0%
Record of `O=C(O)CCCNS(=O)(=O)/C=C/c1ccccc1` = -1%, -9%, -13%, -16%, 1, -6.2%, -16%, -6.1%, -9%
Record of `Cc1cc(C(F)(F)F)n(-c2nc(C(=O)NNS(=O)(=O)c3ccccc3)cs2)n1` = 17%, 6%, 12%, 7%, 1.1, -1.4%, -46%, -4.6%, -4%
Record of `CCn1nnnc1-c1ccc(OC)c(S(=O)(=O)N2CCCCC2)c1` = 4%, 2%, 16%, -6%, 1.1, -9.2%, -23%, -1.7%, -4%

Bioassay records (PubChem)
